RGS4 inh – human RGS4 inhibition; P49798; HEK293 M3R/RGS4 inducible, Fluo-4 calcium flux; hits give high values; triggered by carbachol at its EC20; B-score at 10 µM; 0.45% of 310,000 active;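 active = B-score, a plate-corrected calcium signal, over three deviations above library mean, with baseline fluorescence within five deviations of library mean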;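 also: RGS4 expression induced by doxycycline in cells with stable M3 receptor; B-score is computed from the integrated fluorescence ratio over baseline after carbachol; higher B-score means a larger calcium signal and so more RGS4 inhibition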
Target sequence (P49798 whole entry, looked up): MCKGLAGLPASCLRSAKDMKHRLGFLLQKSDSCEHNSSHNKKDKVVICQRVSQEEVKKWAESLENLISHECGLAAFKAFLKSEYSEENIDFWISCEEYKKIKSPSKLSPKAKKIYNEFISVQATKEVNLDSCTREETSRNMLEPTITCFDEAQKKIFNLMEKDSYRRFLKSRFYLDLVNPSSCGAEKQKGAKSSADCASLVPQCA
RGS4 pot – potentiators or activators of RGS4. HEK293 M3R/inducible RGS4, carbachol calcium flux Fluo4; hits give low values. B-score at 10 µM. 0.92% of 310,000 active. AID 463111;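 active = B-score of the integrated calcium signal more than 4 SD below the library mean, with starting fluorescence not abnormally high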;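 also: negative B-score means reduced calcium response which marks RGS4 activation or potentiation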
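System: HEK293 FlpIn-TREx cells, stable M3R, doxycycline-inducible RGS4. Timing: overnight RGS4 induction, 30 min dye load 37 °C, 20 min compound RT. Also added: carbachol, ECmax concentration. Measured by: Fluo4 fluorescence kinetic imaging of calcium. Evaluation: integrated calcium ratio converted to B score.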
hERG rescue – compounds protecting human hERG from proarrhythmic drug block; Q12809; CHO-hERG, FluxOR thallium flux, dofetilide IC70 present; activation (rescue from dofetilide block), less the hit threshold, % at 10 µM; 0.51% of 310,000 active; AID 1511;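 active = activation above the mean of controls blocked by dofetilide plus 5 SD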;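 also: thallium influx through hERG after potassium depolarization seen as dye fluorescence rise; in these data hits start at about 4.7%; inactives centre near -7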
KCNQ1 inh – inhibitors of human KCNQ1 potassium channel; 1.3% of 310,000 active; B-score at 10 µM; CHO-K1 KCNQ1, FluxOR thallium flux fluorescence; hits give high values; P51787;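 active = compounds whose thallium flux B-score, printed positive for inhibition, exceeds three library SD while starting fluorescence stays within three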;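 also: channel opened by potassium depolarization with thallium stimulus after 20 min compound exposure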
TMEM16A inh – blocks the mouse calcium-activated chloride channel TMEM16A | normalized B-score (activity score, 25-100; higher = stronger inhibition) at 10 µM | HEK293 TMEM16A/YFP iodide influx fluorescence, ionomycin | Q8BHY3 | 1.2% of 310,000 active | AID 588511;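 active = ratio plate-corrected score three or more library SD toward inhibition, starting fluorescence score within five deviations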;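 also: score derived from kinetic fluorescence span divided by baseline fluorescence per well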
KCNQ1 act – human KCNQ1 channel potentiation or activation. P51787. CHO-K1 KCNQ1, thallium flux FluxOR fluorescence; hits give high values. B-score at 10 µM. 0.35% of 310,000 active. AID 2648;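 active = fluorescence ratio B-score, a plate-corrected score, at least three library SD, with initial intensity B-score within 5 SD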
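Schedule – 37 °C overnight plating, 90-min dark dye load, 20-min compound pretreatment · System – stable KCNQ1 CHO-K1 line · Probe or stimulus – thallium- and potassium-containing depolarizing buffer · Measured by – kinetic FluxOR fluorescence, 10 s baseline plus 110 s post-stimulus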
SKKanGAS inh – inhibitors of SKKanGAS S. pyogenes growth in kanamycin (SK-promoter or general growth effect). BacTiter-Glo, 6 h. inhibition, % at 7.5 µM. 1.3% of 300,000 active. AID 1662;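 active = mean replicate score, as percent of positive control median, at least 50; inconclusive = mean below 50 but one replicate at or above 50; inactive = mean and every replicate below 50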;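 also: strain carries kanamycin resistance gene driven by streptokinase promoter and grows in 40 µg/ml kanamycin; loss of luminescence reflects streptokinase promoter inhibition or plain growth inhibition; 0% = median of DMSO wells and 100% = positive control at its reference dose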
ANO1 activ – activators or potentiators of mouse TMEM16A chloride channel. HEK293 TMEM16A/YFP-H148Q/I152L, iodide quench fluorescence; hits give low values. B-score at 10 µM. 0.3% of 340,000 active;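 active = fluorescence-ratio B-score plate-corrected deviation score at least 3 library SD below zero, with starting fluorescence score within 5 deviations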;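 also: channel opened by trigger with iodide after compound preincubation; score built on the fluorescence ratio of max minus min over baseline; more negative score means more quench and so TMEM16A activation or potentiation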
HDAC3 inh – blocks human histone deacetylase 3; recombinant HDAC3, fluorogenic peptide/trypsin coupled, fluorescence; inhibition, % at 8.3 µM; 0.15% of 320,000 active; in the data active = inhibition above about 26%, passing the limit was not always enough; inconclusive = no clear call, values can overlap the other calls
Target sequence (O15379 whole entry, looked up): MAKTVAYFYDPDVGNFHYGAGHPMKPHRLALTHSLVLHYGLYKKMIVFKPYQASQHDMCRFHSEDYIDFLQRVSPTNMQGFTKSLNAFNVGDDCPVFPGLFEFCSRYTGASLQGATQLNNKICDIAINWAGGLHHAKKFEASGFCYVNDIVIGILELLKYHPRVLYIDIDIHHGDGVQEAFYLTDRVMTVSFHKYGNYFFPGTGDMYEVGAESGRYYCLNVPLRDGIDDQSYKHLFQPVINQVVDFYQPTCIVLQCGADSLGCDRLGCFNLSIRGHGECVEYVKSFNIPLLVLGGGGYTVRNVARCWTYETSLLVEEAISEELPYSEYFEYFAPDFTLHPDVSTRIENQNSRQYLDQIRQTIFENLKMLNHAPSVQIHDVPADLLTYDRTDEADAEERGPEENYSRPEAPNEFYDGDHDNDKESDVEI
KCNK3 block – human KCNK3 channel inhibition, primary screen | O14649 | 0.84% of 340,000 active | B-score at 10 µM | CHO-KCNK3 thallium flux, FluxOR fluorescence; hits give low values;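 active = B-score under library mean minus 4 SD, starting fluorescence ratio at most library mean plus 5 SD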;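 also: more negative B-score means stronger inhibition of thallium flux through KCNK3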
KCNK9 block – blocks the human KCNK9 two-pore domain potassium channel; Q9NPC2; HEK293 KCNK9, FluxOR thallium flux fluorescence; hits give low values; B-score at 10 µM; 1.2% of 310,000 active;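 active = ratio B-score over 3 SD below the library mean, with starting fluorescence within 5 SD of its mean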;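 also: negative B-score means less thallium flux so channel inhibition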
Target sequence (Q9NPC2 whole entry, looked up, the tested form may be a part): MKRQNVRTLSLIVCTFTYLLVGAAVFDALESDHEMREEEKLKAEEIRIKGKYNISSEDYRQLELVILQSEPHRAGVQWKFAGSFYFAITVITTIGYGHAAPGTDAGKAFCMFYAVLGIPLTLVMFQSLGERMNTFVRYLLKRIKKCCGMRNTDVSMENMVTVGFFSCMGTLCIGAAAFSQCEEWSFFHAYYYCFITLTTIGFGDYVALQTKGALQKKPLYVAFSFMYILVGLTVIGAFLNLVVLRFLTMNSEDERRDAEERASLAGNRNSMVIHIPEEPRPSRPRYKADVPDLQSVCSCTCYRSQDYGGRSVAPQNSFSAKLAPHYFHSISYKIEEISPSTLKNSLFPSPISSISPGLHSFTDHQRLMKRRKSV
Starred values were filed as active, the others as inactive; i = inactive; ? = inconclusive; . = no result given. Not a hit list (roughly 6.3% active in at least one column).

SMILES | RGS4 inh | RGS4 pot | hERG rescue | KCNQ1 inh | TMEM16A inh | KCNQ1 act | SKKanGAS inh | ANO1 activ | HDAC3 inh | KCNK3 block | KCNK9 block
COc1ccc2[nH]c(=O)c(CN(Cc3cccs3)Cc3nnnn3C(C)(C)C)cc2c1 | i | i | -24 | i | i | i | -5 | i | 8 | i | i
CC(C)CC(NS(=O)(=O)c1ccc2c(c1)oc(=O)n2C)C(=O)NC1CCCc2ccccc21 (configuration not stated) | i | i | -8 | i | i | i | 6 | i | 0 | i | i
CC(C)Cc1nnc(NC(=O)c2ccc3c(c2)NC(=O)C(C)S3)s1 (configuration not stated) | i | i | -15 | i | i | i | -7 | i | 2 | i | i
N#Cc1c(C(F)(F)F)cc(-c2cccs2)nc1SCc1cccnc1 | i | i | -3 | i | i | i | 4 | i | -5 | i | i
COc1ccc(OCC(O)CNCCNc2nccc(C(F)(F)F)n2)cc1 (configuration not stated) | i | i | -11 | i | i | i | 3 | i | 1 | i | i
CCCCNC(=O)c1onc(CCl)c1C(=O)OC | i | i | -8 | i | i | i | 0 | i | 3 | i | i
CCCC1(c2ccccc2)NC(=O)N(CC(=O)Nc2ccccc2C(F)(F)F)C1=O (configuration not stated) | i | i | -9 | i | i | i | 2 | i | 2 | i | i
O=C(c1ccco1)N1CCN(C(c2ccccc2Cl)c2nnnn2Cc2cccs2)CC1 (configuration not stated) | i | i | -14 | i | i | i | 5 | i | 1 | i | i
O=C(c1ccc2ccccc2c1)N1CCCC1 | i | i | -15 | i | i | i | 6 | i | 2 | i | i
CCCN(CC(=O)Nc1ccc(C(N)=O)cc1)CC(=O)Nc1cc(Cl)ccc1Cl | i | i | -3 | i | i | i | -7 | i | 5 | i | i
CCN(CC)CC(=O)Nc1nn(-c2ccccc2)nc1C(N)=O | i | i | -10 | i | i | i | -7 | i | -15 | i | i
COc1cc(CC(=O)Nc2nc(-c3ccccc3)c(C(C)=O)s2)cc(OC)c1OC | i | i | -8 | i | i | i | 1 | i | 10 | i | i
Cc1ccc(S(=O)(=O)CCN2CCN(c3ccccc3)CC2)cc1 | i | i | -9 | i | i | i | 3 | i | 1 | i | i
Cc1nn(-c2ccccc2)c2sc(C(=O)OCC(=O)N3CCCCC3)cc12 | i | i | -5 | i | i | i | 4 | i | -8 | i | i
CN(Cc1ccccc1)c1ccc(C(CC(N)=O)NC(=O)Cc2cccc3ccccc23)cc1[N+](=O)[O-] (configuration not stated) | i | i | -2 | i | i | i | 1 | i | 18 | i | i
O=C1C(=O)N(CCN2CCOCC2)C(c2cccc(Cl)c2)/C1=C(\O)c1ccc2c(c1)OCCO2 (configuration not stated) | i | i | -10 | i | i | i | 2 | i | 4 | i | i
COc1cc(COC(=O)Oc2ccc(CNC(C)=O)cc2OC)c([N+](=O)[O-])cc1OC | i | i | -7 | i | i | i | 7 | i | 5 | i | i
COC(=O)Cc1c(C)[nH]n(-c2cc(Cl)cc(Cl)c2)c1=O | i | i | -3 | i | i | i | 22 | i | -2 | i | i
COc1ccc(Cl)cc1NC(=O)CN(C)C(=O)CCC(=O)c1cc(C)sc1C | i | i | -19 | i | i | i | 6 | i | 3 | i | i
Cc1ccc(CNS(=O)(=O)NCc2ccc(Cl)cc2)cc1 | i | i | -5 | i | i | i | -6 | i | -1 | i | i
CCCN1C(=O)/C(=C2/C=Cc3ccccc3N2CC)SC1=S | i | i | -5 | i | i | i | 8 | i | -5 | i | i
Cn1c(CNC(=O)c2ccco2)nnc1SCC(=O)c1ccccc1 | i | i | -8 | i | i | i | -8 | i | -5 | i | i
CCOc1ccc(OCCC(=O)OCC(=O)Nc2ccc3c(c2)OCCO3)cc1 | i | i | -10 | i | i | i | 10 | i | 7 | i | i
COc1cc(C(=O)/C=C/Nc2ccc(NC(C)=O)cc2)cc(OC)c1OC | i | i | -10 | i | i | i | -16 | i | 11 | i | i
O=C(Nc1nnc(COc2ccc(F)cc2)s1)c1cccs1 | i | i | -7 | i | i | i | -5 | i | 2 | i | i
CCOc1ccc(NC(=O)c2ccc(-c3csc(C)n3)cc2)cc1 | i | i | -8 | i | i | i | -5 | i | -3 | i | i
COc1ccc(C(=O)NCC(c2cccnc2)N2CCN(c3ccccc3OC)CC2)cc1OC (configuration not stated) | i | i | -6 | i | i | i | 3 | i | 2 | i | i
Cn1c(=O)c(=O)n(C)c2cc(N3CCCCC3)c(NS(=O)(=O)c3ccc([N+](=O)[O-])cc3)cc21 | i | i | -6 | i | i | i | 1 | i | -3 | i | i
S=C1NC(c2ccccc2)N2C(=S)NC(c3ccccc3)N12 (configuration not stated) | i | i | -3 | i | i | i | 5 | i | 21 | i | i
FC(F)Sc1ccc(NC(=S)NC2CCCCC2)cc1 | i | i | -20 | 10* | i | i | 12 | i | 0 | -10* | i
O=C(Nc1cccc([N+](=O)[O-])c1)Nc1cnccn1 | i | i | -2 | i | i | i | 0 | i | 13 | i | i
Cc1ccc(C(=O)Nc2nnc(C)s2)o1 | i | i | -4 | i | i | i | -8 | i | 8 | i | i
Cc1ccc(C2C(C(=O)c3cccs3)=C(O)C(=O)N2CCN2CCOCC2)o1 (configuration not stated) | i | i | -2 | i | i | i | -3 | i | . | i | i
Nc1ccc(C(=O)OCC(=O)NC(=O)c2ccccc2)cc1[N+](=O)[O-] | i | i | -15 | i | i | i | -3 | i | -2 | i | i
CCCCn1c(N)c(N(CC(C)C)C(=O)CSc2nnc(-c3ccc(Cl)cc3)o2)c(=O)[nH]c1=O | i | i | -14 | i | i | i | -7 | i | 1 | i | i
CC(=O)N/N=C/c1cc(C(C)C)cc(/C=N/NC(C)=O)c1O | i | i | -5 | i | i | i | -7 | i | ? | i | i
O=C(O)c1cn(Cc2ccccc2)c2ccc(Cl)cc2c1=O | i | i | -12 | i | i | i | 11 | i | 8 | i | i
Nc1nccnc1C(=O)OCC(=O)Nc1cccc(S(=O)(=O)N2CCCCC2)c1 | i | i | -6 | i | i | i | -13 | i | -51 | i | i
C=CCN(CC=C)C(=O)c1ccc(OC2CCN(Cc3ccccn3)CC2)cc1 | i | i | -17 | i | i | i | -10 | i | -5 | i | i
CCCC(=O)C1=C(O)C(C(=O)OC)C(C)(C)CC1=NC(C)C (configuration not stated) | i | i | -4 | i | i | i | 2 | i | 2 | i | i
O=c1c2sc3nc(N4CCOCC4)c4c(c3c2ncn1-c1ccccc1)CCCC4 | i | i | -9 | i | i | i | 26 | i | -3 | i | i
CCOC(=O)c1c(S(=O)(=O)Nc2ccc(C)cn2)c(C)n(C)c1C | i | i | -9 | i | i | i | -1 | i | 0 | i | i
Cc1ccc(-c2nnn(CCC(=O)N3CCCCC3C)n2)cc1 (configuration not stated) | i | i | 0 | i | i | i | 7 | i | 5 | i | i
CCOC(=O)CCc1c(C)nc2c(c(C)nn2-c2ccccc2)c1C | i | i | -6 | i | i | i | 5 | i | 0 | i | i
COc1ccc(C(=O)NCc2nnc(SCC(=O)Nc3ccccc3OC)n2C)cc1 | i | i | -5 | i | i | i | -22 | i | 3 | i | i
CCc1nc(SCc2cc(Cl)ccc2OC)n[nH]1 | i | i | -2 | i | i | i | -6 | i | -8 | i | i
CC(C)(C)SC(=O)CC1NS(=O)(=O)OC2CCCCC12 (configuration not stated) | i | i | -3 | i | i | i | -4 | i | 5 | i | i
CCN(CC)S(=O)(=O)c1ccc(-c2nnc(SCC(=O)N3CCOCC3)o2)cc1 | i | i | -1 | i | i | i | -5 | i | 10 | i | i
CC1CCN(CCOc2ccc(Cl)c(Cl)c2)CC1 | i | i | -9 | i | i | i | -4 | i | 5 | i | i
Nc1ccc2c(c1)COc1ccccc1O2 | i | i | -13 | i | i | i | 3 | i | 3 | i | i
CC(C)(C)c1ccc(C(=O)/C(C#N)=C/c2cccs2)cc1 | i | i | -5 | 6* | i | i | 6 | i | 5 | -12* | i
CN(C(=O)COC(=O)Cn1c(C(F)(F)F)nc2ccccc21)c1c(N)n(Cc2ccccc2)c(=O)[nH]c1=O | i | i | -6 | i | i | i | 7 | i | 5 | i | i
Cc1cnc(CN(C)Cc2c(C(=O)N3CCCCCCC3)nc3ccc(Cl)cn23)[nH]1 | i | i | -16 | i | i | i | . | i | 6 | i | i
Cc1cccc(C)c1NC(=O)c1sccc1SCc1cccc(C(F)(F)F)c1 | i | i | -9 | i | i | i | 15 | i | 1 | -9.4* | -14*
COc1ccc(S(=O)(=O)N(CC(=O)O)Cc2ccccc2)cc1OC | i | i | 1 | i | i | i | -12 | i | 4 | i | i
COc1cccc2sc(NC(=O)c3ccc(S(=O)(=O)N4CCOCC4)cc3)nc12 | i | i | -1 | i | i | i | 1 | i | 2 | i | i
O=C(NC(=S)NCC1CCCO1)c1ccccc1[N+](=O)[O-] (configuration not stated) | i | i | -3 | i | i | i | -8 | i | -11 | i | i
NS(=O)(=O)OCc1ccc(C(F)(F)F)cc1 | i | i | 3 | i | i | i | 3 | i | 8 | i | i
O=C(Nc1nc(-c2ccccc2)cs1)c1cccnc1 | i | i | -7 | i | i | i | 4 | i | 0 | i | i
O=C(CSC1=NS(=O)(=O)c2ccccc2N1)NCc1ccc(F)cc1 | i | i | -7 | i | i | i | -8 | i | -1 | i | i

The list continues:
SMILES | RGS4 inh | RGS4 pot | hERG rescue | KCNQ1 inh | TMEM16A inh | KCNQ1 act | SKKanGAS inh | ANO1 activ | HDAC3 inh | KCNK3 block | KCNK9 block
Cc1ccc(C(=O)Oc2ccc(C(=O)COC(=O)C3CC(=O)N(Cc4ccco4)C3)cc2)cc1 (configuration not stated) | i | i | -9 | i | i | i | -1 | i | 0 | i | i
Cc1cc(N)n(-c2ccc(S(=O)(=O)N3CCOCC3)cc2[N+](=O)[O-])n1 | i | i | -6 | i | i | i | -19 | i | . | i | i
CCC1CCCCN1CCCNC(=O)C1CCN(Cc2nc(-c3ccc(Cl)cc3)oc2C)CC1 (configuration not stated) | i | i | -9 | i | i | i | 4 | i | 0 | i | i
O=C1CC(Sc2nnc(-c3ccccc3O)o2)C(=O)N1c1ccccc1 (configuration not stated) | i | i | -18 | i | i | i | 7 | i | 5 | i | i

High-throughput results from PubChem BioAssay.
